CaV13 ICDI inh – Disruptors of the CACNA1D IQ motif to Ca2+-dependent inactivation inhibitor domain association, primary screening, Förster resonance energy transfer in intact living …; HEK cells, CFP/YFP FRET ICDI-IQ, plate reader, 10 min; percent FRET-ratio fall versus neutral wells; inhibition, % at 12.3 µM; hit rate 0.098% among 340,000; AID 743397;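 active means mean replicate inhibition of at least 30% and at least 1% of replicates passing that level; inconclusive means only one of the two criteria is met; inactive means neither criterion is met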;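 further: 0% = median of the neutral control wells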
HIF-2a inh – inhibitors of HIF-2a; 786-0 RCC cells HIF-2a reporter, luciferase luminescence, overnight; inhibition, % at 18.8 µM; hit rate 0.72% among 360,000;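 active means inhibition of the luminescence signal of 40% or more relative to plate controls, in a single-dose primary screen at 18.75 µM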
Vif imaging – inhibitors of HIV Vif | HEK293T cells, Vif self-association by quenched fluorescence, imaging, 24 h | inhibition, % at 7.49 µM | hit rate 0.35% among 340,000; in the data active means inhibition above about 50%, passing the limit was not always enough; inconclusive means no clear call, values can overlap the other calls; inactive means below about 31%; further: some results filed as inactive read as strong as hits
CF NFkB block – cystic fibrosis NF-kB activation inhibition; KKLEB NF-kB-GFP reporter, PAF-induced, GFP fluorescence overnight; inhibition, % at 5 µM; hit rate 0.86% among 360,000;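 active means at least 50% inhibition at 5 µM, scaled per plate between neutral and stimulator controls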;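 further: PAF is a Pseudomonas aeruginosa culture filtrate used as stimulus; plate controls were PAF-stimulated DMSO wells for no effect and unstimulated DMSO wells for full effect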
KKLEB tox – CF airway cell cytotoxicity counter-screen; KKLEB CF airway cells viability, ATPlite luminescence, overnight; stronger effect = lower value; cells stimulated with P. aeruginosa culture filtrate; activity change (cytotoxicity), % at 5 µM; hit rate 0.36% among 360,000; AID 602141;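 active means corrected activity change at or below -50% at 5 µM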
Peg3 promoter – inhibitors of Peg3 promoter; AID 588405; inhibition, % at 20 µM; HeLa PEG-Prom luciferase reporter, luminescence, overnight; hit rate 1.7% among 360,000;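 active means inhibition of at least 50% at 20 µM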
NR2E3 ag-1 – agonists of human nuclear receptor NR2E3. hit rate 0.12% among 320,000. AID 2300. inhibition of corepressor binding, % at 4.78 µM. Q9Y5X4. GST-NR2E3/biotin-RetCOR TR-FRET, 1536-well;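 active means percent inhibition above the cutoff of mean plus 3 SD of all tested compounds, set per screening campaign, cut at about 20% in these data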;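 further: 0% = DMSO wells and 100% = biotin wells as full block of FRET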
Target sequence (Q9Y5X4 whole entry, looked up): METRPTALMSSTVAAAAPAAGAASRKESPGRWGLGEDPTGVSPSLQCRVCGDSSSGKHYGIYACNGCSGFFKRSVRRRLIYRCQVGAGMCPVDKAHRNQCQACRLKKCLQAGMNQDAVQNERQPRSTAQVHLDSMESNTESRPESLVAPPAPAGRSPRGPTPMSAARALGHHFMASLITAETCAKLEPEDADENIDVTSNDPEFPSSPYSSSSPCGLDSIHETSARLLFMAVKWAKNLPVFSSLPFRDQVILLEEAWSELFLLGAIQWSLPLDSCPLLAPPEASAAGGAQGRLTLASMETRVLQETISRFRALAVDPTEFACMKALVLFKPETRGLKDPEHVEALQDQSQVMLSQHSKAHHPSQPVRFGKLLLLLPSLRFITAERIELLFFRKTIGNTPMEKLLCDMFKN
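Format: 1536-well format; test system: GST-NR2E3 and biotin-RetCOR proteins; read-out basis: percent inhibition of TR-FRET ratio; timing: 5 h incubation at 4 °C; detection: time-resolved FRET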
Shn3 3UTR inh – inhibitors of Schnurri-3 3'UTR reporter in osteoblasts. Clone20 osteoblast Shn3 3'UTR firefly luciferase, 24 h. inhibition, % at 12.5 µM. hit rate 0.52% among 360,000. AID 588674;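 active means mean inhibition of at least 75% with every replicate also reaching 75%; inconclusive means mean inhibition at least 75% but some replicate below; inactive means mean inhibition below 75%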;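 further: 0% = median of neutral control wells and 100% = pilot-screen positive control compound; some compounds past the cut are filed as inactive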
NR2E3 ag-2 – activates human NR2E3 receptor. CHO-S Gal4-NCOR/VP16-NR2E3 two-hybrid, luciferase. inhibition of corepressor binding, % at 3.98 µM. hit rate 0.35% among 360,000. AID 602229;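 active means inhibition above the mean of all tested compounds plus 3 SD, cut at about 70% in these data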;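 further: 0% = DMSO with NR2E3 transfected cells and 100% = cells lacking NR2E3 construct; higher means lower luciferase signal from less NR2E3 corepressor binding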
PDI inh – inhibitors of human protein disulfide isomerase | P07237 | PDI insulin aggregation turbidity, A650, 90 min | inhibition, % at 10 µM | hit rate 0.052% among 350,000 | AID 588391;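 active means mean inhibition across replicates of 30% or more, whatever share of single replicates reach that level; inconclusive means mean inhibition below 30% while every single replicate reaches 30%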;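 further: absorbance from insulin aggregation driven by PDI reduction with DTT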
Target sequence (P07237 whole entry, looked up): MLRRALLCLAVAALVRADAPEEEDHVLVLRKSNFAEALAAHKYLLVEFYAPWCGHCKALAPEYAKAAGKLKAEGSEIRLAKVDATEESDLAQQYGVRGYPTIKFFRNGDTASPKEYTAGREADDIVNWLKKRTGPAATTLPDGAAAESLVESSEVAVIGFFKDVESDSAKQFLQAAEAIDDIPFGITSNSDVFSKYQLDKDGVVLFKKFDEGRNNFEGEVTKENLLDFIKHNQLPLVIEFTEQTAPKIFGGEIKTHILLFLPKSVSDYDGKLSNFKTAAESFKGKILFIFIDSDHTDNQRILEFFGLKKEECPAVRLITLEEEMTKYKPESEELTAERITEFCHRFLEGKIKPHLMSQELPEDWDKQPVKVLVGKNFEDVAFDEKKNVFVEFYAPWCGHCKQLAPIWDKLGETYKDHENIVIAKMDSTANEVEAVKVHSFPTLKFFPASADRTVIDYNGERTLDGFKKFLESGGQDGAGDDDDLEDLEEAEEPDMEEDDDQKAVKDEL
MITF TRPM1 inh – reduces MITF-dependent TRPM1 promoter luciferase signal. SK-MEL-5 TRPM1 promoter luciferase, 24 h. inhibition, % at 12.5 µM. hit rate 0.83% among 330,000. AID 488899;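 active means mean inhibition across replicates of 60% or more, whatever share of single replicates reaches that level; inconclusive means some that reach 60%, reason not given; inactive means mean inhibition across replicates below 60%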; further: values of inactives mirror those of a sister screen read the other way
An asterisk follows results filed as active; ? = inconclusive; . = not tested or not shown. Random draw from the library. About 3.3% of those tested had a hit in this group.

SMILES	CaV13 ICDI inh	HIF-2a inh	Vif imaging	CF NFkB block	KKLEB tox	Peg3 promoter	NR2E3 ag-1	Shn3 3UTR inh	NR2E3 ag-2	PDI inh	MITF TRPM1 inh
Cc1ccc(S(=O)(=O)n2nc(OC(=O)C(C)(C)C)cc2N)cc1	-5.4	11.9	24.1	-6.2	-15.4	12.0	-0.8	-9.2	1.9	1.6	11.5
COc1ccccc1N1CN(CCc2ccccc2)CNC1=S	-2.1	-0.3	-2.4	0.7	-4.7	1.3	-2.9	-6.5	5.7	4.1	-10.9
COc1cc(C(=O)Nc2oc(-c3ccccc3)c(-c3ccccc3)c2C#N)cc(OC)c1OC	-3.4	14.2	-0.3	0.2	13.6	46.5	-3.1	46.8	-38.4	0.9	8.9
CCOCCCNC(=O)C(NC(=O)c1ccc(NC(C)=O)cc1)c1ccc(OC)cc1 (configuration not stated)	-3.0	11.8	1.0	13.8	-5.0	17.2	2.1	-6.9	-6.7	7.5	-4.7
NS(=O)(=O)c1ccc(NC(=O)COC(=O)CCc2ccccc2)cc1	-6.6	19.2	.	11.7	-4.7	1.4	-1.0	-6.7	-33.2	-9.4	-2.3
CCc1ccc([C@H]2[C@@H]3C(=O)C[C@@H]4C(=O)N(C)C(=O)[C@@H]4[C@@H]3CN2S(=O)(=O)c2ccc(C)cc2)cc1	.	-8.2	.	-18.7	-10.2	-25.8	.	-8.5	-2.9	.	.
CCOC(=O)CCSc1nc(C)c2ccccc2n1	-0.6	-15.3	.	4.2	4.4	-69.5	5.1	3.0	-12.7	1.2	-32.1
COc1cc(OC)cc(C(=O)NCC2CCCN(Cc3ccc(SC)cc3)C2)c1 (configuration not stated)	0.8	-1.1	22.3	-10.6	-4.5	-7.3	2.1	-4.5	-20.0	-3.4	15.1
Cc1c[nH]c2cccc(OCC(O)CNC(C)(C)C)c12 (configuration not stated)	-8.1	-3.2	0.8	8.4	3.5	11.7	-3.9	2.2	0.8	-0.7	-3.5
CCC(C)(C)n1nnnc1C(c1cc2ccc(OC)cc2[nH]c1=O)N1CCc2ccccc2C1 (configuration not stated)	-3.7	-1.0	.	2.5	2.8	9.9	1.7	-5.2	-15.7	-7.2	-27.0
O=S(=O)(c1ccc(NC(=S)NCCc2ccccc2)cc1)N1CCOCC1	-3.7	19.5	1.1	3.2	1.2	11.3	2.3	-10.7	-10.0	-3.0	5.1
COc1ccc(CNC(=O)[C@H](C)NC(=O)C2CCN(C(=O)[C@H](CCSC)NC(=O)OC(C)(C)C)CC2)cc1	.	1.3	-4.3	-10.5	1.5	-1.2	-0.6	-8.7	-12.5	.	6.0
CCCNC(=O)c1ccc(S(N)(=O)=O)cc1	-12.1	-4.8	-5.3	-18.0	1.0	-1.4	0.0	5.3	-15.5	-1.1	-9.5
CCCS(=O)(=O)N1CCC(C(=O)NCCc2ccc(C)cc2)CC1	-4.0	13.9	4.8	-8.8	3.3	1.5	-0.7	13.3	-15.2	-0.9	3.3
O=C(Cc1ccc2c(c1)OCO2)NN=Cc1ccc([N+](=O)[O-])o1	-3.0	-26.5	0.5	-6.6	-13.6	-5.2	.	-27.7	8.5	2.9	73.0*
Cc1nnc(SCC(=O)NNC(=O)c2ccc(F)cc2)n1Cc1ccccc1	-5.2	7.2	19.3	-3.8	22.6	3.5	.	-7.7	-4.0	4.4	-5.2
CCN(CC)C(=O)C1CCCN(c2ccccc2[N+](=O)[O-])C1 (configuration not stated)	-6.9	3.3	0.2	6.9	3.1	0.5	-4.2	17.2	-22.6	2.7	2.0
CC(C)(C)Nc1nc(-c2ccc3c(c2)CCN3C(=O)C2CC2)cs1	-7.1	-256.4	?	0.0	-3.1	-376.0	-0.4	-81.1	-130.6	-9.9	.
CSCCC(NC(=O)c1ccco1)C(=O)NNC(=O)c1n[nH]c(=O)c2ccccc12 (configuration not stated)	-2.7	8.6	.	-4.3	5.6	-10.5	.	-3.0	-7.4	0.6	-1.8
COc1ccc(-c2c(C)c3cc(O)ccc3oc2=O)cc1	-7.3	-64.7	-6.3	-2.0	-0.1	-116.8	1.9	-20.1	-26.8	4.4	-23.7
Nc1nc(-c2cccnc2)nc(N2CCCCC2)n1	.	1.4	-4.5	2.5	-1.6	8.6	-2.3	-2.6	-9.0	-4.5	3.1
COc1cc2c(cc1OC)CN(C(=O)CCCOc1ccc(Cl)cc1Cl)CC2	-8.0	6.5	0.9	3.6	-7.3	7.8	-11.3	11.1	-23.9	12.6	-11.2
O=C(CNc1cccc(Cl)c1)c1ccc(Cl)cc1	-7.8	-34.0	14.6	-20.7	-3.2	-20.8	0.8	-37.1	-25.0	-3.4	-46.9
Cc1cc(C(=O)N/N=C/c2ccc(-c3ccc(C)c(Cl)c3)o2)n[nH]1	-19.7	15.4	?	-19.3	-6.2	4.2	-0.4	.	15.1	-0.1	.
O=C1c2cccc3cccc(c23)C(=O)N1CCN1CCN(CC(O)COCc2ccc(Cl)cc2)CC1 (configuration not stated)	-5.2	-51.3	-12.2	-20.6	-6.8	-2.7	-1.3	31.0	-15.9	-5.9	-5.0
[N-]=[N+]=CC(=O)c1ccnc(C(=O)C=[N+]=[N-])c1	0.1	4.1	14.7	-12.9	1.0	2.0	-1.5	-3.8	-42.7	-4.2	-2.6
CCOc1ccccc1NC(=O)c1cnc2n(c1=O)CCS2	-4.8	-19.0	3.5	-12.2	9.0	-33.8	-0.4	13.4	-7.7	0.6	-25.3
CCOC(=O)c1c(NC(=O)Cn2nnc(-c3ccc(Cl)cc3)n2)sc(CC)c1C	-5.6	12.5	0.5	9.7	-12.5	6.1	-2.3	-3.6	1.7	1.8	-1.8
N/C(=N\OC(=O)COc1ccccc1)c1ccc(Cl)cc1	-17.5	-298.6	-14.6	-60.5	15.2	-137.9	-4.5	-43.3	-23.1	-1.5	-9.2
CCOC(=O)CSc1nnc2cc(C)c3ccccc3n12	0.1	3.5	2.0	7.9	-11.1	-5.1	-0.7	7.5	-34.0	-4.6	-0.5
CCn1cc(C(=O)NCCCN2CCC(C)CC2)c2cc(OC)c(OC)cc2c1=O	-6.2	12.0	5.1	15.7	-5.9	-1.3	3.3	-17.6	-5.4	-0.7	-4.3
CN(CCCC1CCCC1)C(=O)c1cc(COc2ccc(F)cc2F)on1	.	-65.9	.	4.0	-8.9	-41.6	-0.5	-12.3	-49.4	-0.2	-28.0
O=C(CN(CC1CCCO1)C(=O)Cn1nnc(-c2ccc(F)cc2)n1)NC1CCCCC1 (configuration not stated)	-6.9	8.0	.	18.0	-3.4	12.3	1.9	9.8	-19.8	-4.7	1.1
Cc1ccc(C(=O)N(CC(=O)Nc2ccc(Cl)c(Cl)c2)Cc2ccco2)cc1	-4.2	11.9	1.3	11.6	-2.4	20.8	1.2	4.9	-20.3	12.0	4.0
CCOc1ccc(N2CC(C(=O)N/N=C/c3sccc3C)CC2=O)cc1 (configuration not stated)	1.6	9.2	-6.6	6.7	-3.4	13.4	1.0	11.0	12.0	-6.8	-5.4
CS(=O)(=O)N(CC(=O)N/N=C/c1cccc2c1OCCO2)c1ccccc1Br	.	15.7	4.8	8.8	-2.9	17.4	1.7	-1.7	4.8	3.4	5.0
CCNC(=O)C1CCCN(C(=O)c2cccc(C(F)(F)F)c2)CC1 (configuration not stated)	-5.5	8.9	2.0	-6.2	14.7	-2.0	.	11.2	-18.4	3.0	.
CCN1C(=O)[C@H]2[C@H]3CN=C(SCc4ccc(Cl)cc4)N3[C@@](CC)(C(=O)OC)[C@H]2C1=O	-4.5	4.8	8.5	11.3	-0.9	-6.2	.	-107.1	-19.9	11.4	3.5
C/C=C/c1ccc2c(c1)O[C@H](CN(C)C(=O)NC1CCCC1)[C@H](C)CN([C@H](C)CO)S2(=O)=O	-3.7	4.3	-1.5	0.8	15.2	-3.7	.	2.1	-38.9	15.5	.
CCCn1nnc(NC(=O)c2ccc(-c3cc(Cl)ccc3Cl)o2)n1	1.9	-47.9	0.4	-4.3	-3.1	-19.7	1.3	-3.5	6.0	1.6	-12.0
COc1ccc(Br)cc1S(=O)(=O)N1CCN=C1C	-6.2	13.2	5.3	9.4	-3.4	11.8	-0.1	-8.5	5.5	7.2	-2.6
O=C(Cn1cc2c(n1)CCCC2)NC1CCN(Cc2ccccc2)CC1	-2.0	8.6	16.7	-9.1	11.3	5.0	4.1	-11.9	-22.3	.	6.0
CCC(=O)Nc1nnc(SCc2ccc(F)cc2)s1	-4.6	-45.0	11.5	7.0	5.1	-40.9	1.3	-12.8	-8.9	3.8	-11.4
CN(C)CCNC(=O)c1cccc(S(=O)(=O)Nc2ccccc2F)c1	-4.8	16.0	-7.9	-7.3	0.6	7.9	0.9	-5.1	-17.7	-1.9	2.3
O=C(OCC(=O)N(CCc1ccccc1)Cc1ccccc1)c1ccccc1O	-2.4	17.7	1.9	-12.3	9.7	12.0	0.0	-4.9	27.1	11.6	4.6
CCCc1[nH]n(-c2ccc([N+](=O)[O-])cc2)c(=O)c1C=NCCc1ccc(OC)c(OC)c1	-5.2	11.5	-5.1	-18.8	-6.8	16.6	7.3	14.2	8.4	-5.0	3.0
O=C(NCc1ccco1)c1nc2c(nnn2Cc2cccc(Cl)c2)c(=O)[nH]1	-3.9	9.4	0.6	1.4	-1.8	25.0	1.1	-17.6	-4.3	3.3	4.1
O=C1CC(c2ccc3c(c2)OCO3)C2=C(CCCC2=O)N1 (configuration not stated)	0.3	10.6	0.9	-7.1	-0.6	7.2	4.4	3.2	-25.6	-3.2	-15.1
O=C(Cc1n[nH]c(=O)c2ccccc12)NCc1ccccc1	-6.3	9.5	4.0	0.6	1.9	0.4	0.3	23.4	-28.0	2.2	-4.9
CCOC(=O)c1c(C)[nH]c(C)c1C(=O)CSc1nnc(-c2ccc(OC(F)F)cc2)o1	-5.4	-2.4	-2.0	6.9	-15.6	32.2	-2.2	9.9	15.9	8.3	-3.7
O=C(c1cccc([N+](=O)[O-])c1)N1CCN(C/C=C/c2ccccc2)CC1	-5.0	-2.8	-9.9	-4.6	-7.2	-5.6	2.5	0.1	-9.7	3.8	12.0
CCN(c1cccc2ccccc12)S(=O)(=O)c1cccs1	-2.0	13.5	-7.8	-17.8	-19.0	25.8	.	3.6	0.6	0.8	35.3

2 neighbouring entries already listed, quoted:
SMILES	CaV13 ICDI inh	HIF-2a inh	Vif imaging	CF NFkB block	KKLEB tox	Peg3 promoter	NR2E3 ag-1	Shn3 3UTR inh	NR2E3 ag-2	PDI inh	MITF TRPM1 inh
O=C1CC(c2ccc3c(c2)OCO3)C2=C(CCCC2=O)N1 (configuration not stated)	0.3	10.6	0.9	-7.1	-0.6	7.2	4.4	3.2	-25.6	-3.2	-15.1
O=C(Cc1n[nH]c(=O)c2ccccc12)NCc1ccccc1	-6.3	9.5	4.0	0.6	1.9	0.4	0.3	23.4	-28.0	2.2	-4.9

Bioassay records: PubChem BioAssay, several laboratories
